# Assay outcomes (PubChem)
# PME-1 inh: blocks human protein phosphatase methylesterase 1. recombinant PME-1, FP-Rh probe fluorescence polarization. 0.53% of 320,000 active. Q9Y570. inhibition, % at 5.9 µM;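 active = inhibition above the campaign mean of all compounds plus 3 SD, cut at about 26% in these data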;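 note: competitive labeling of PME-1 active site by serine hydrolase directed probe; 0% = PME-1 with DMSO and 100% = wells lacking PME-1 enzyme; inhibitors block probe labeling so polarization falls and inhibition rises; many of its hits are not listed in these tables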
# Efflux pump inh: blocks antifungal efflux pumps in multiplex yeast assay. AID 485275. S. cerevisiae Candida pump triplex, Nile Red efflux. 0.44% of 330,000 active. inhibition, % at 10 µM;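 active = plate passing quality check with inhibition over a set limit, or well fluorescence over plate mean plus 4 SD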;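 note: Nile Red retained in pooled yeast measured as flow cytometry median fluorescence; 0% = buffer negative control and 100% = Enniatin B positive control; higher means more Nile Red kept so more efflux inhibition; some compounds called inactive have numbers as strong as hits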
# MEX-5 binding: C. elegans MEX-5 TCR-2 RNA binding activity | Q9XUB2 | MEX-5/FITC-TCR2 RNA binding, fluorescence polarization; hits give low values | activity score (negative = inhibition of binding), % at 10 µM | 0.38% of 300,000 active | AID 1832;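 active = inhibition past about -25% in most replicates, and total fluorescence under double the plate's negative control median, limit read from the data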;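 note: 0% = DMSO and -100% = 5 µM competing unlabeled TCR2 RNA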
# Target sequence (Q9XUB2 whole entry, looked up): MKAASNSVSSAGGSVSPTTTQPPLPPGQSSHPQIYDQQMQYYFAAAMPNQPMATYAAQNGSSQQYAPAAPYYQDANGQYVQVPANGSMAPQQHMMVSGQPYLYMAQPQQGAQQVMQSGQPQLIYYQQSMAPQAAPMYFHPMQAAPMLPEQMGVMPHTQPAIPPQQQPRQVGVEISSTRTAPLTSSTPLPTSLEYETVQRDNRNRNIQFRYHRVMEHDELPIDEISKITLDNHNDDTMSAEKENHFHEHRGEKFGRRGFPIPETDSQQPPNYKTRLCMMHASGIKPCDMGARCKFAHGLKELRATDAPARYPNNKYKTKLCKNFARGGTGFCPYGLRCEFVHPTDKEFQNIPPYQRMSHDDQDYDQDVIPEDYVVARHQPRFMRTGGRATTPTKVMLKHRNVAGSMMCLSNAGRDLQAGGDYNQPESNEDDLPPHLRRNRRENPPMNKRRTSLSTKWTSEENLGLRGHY
# MCL1-BIM inh: inhibitors of human MCL1 binding to BIM-BH3 peptide. Q07820. GST-MCL1 / FITC-Bim-BH3 fluorescence polarization. inhibition, % at 10.9 µM. 0.68% of 320,000 active. AID 2057;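 active = inhibition above the mean inhibition of all tested compounds plus 3 SD, set per campaign, cut at about 40% in these data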;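 note: 0% = DMSO wells and 100% = unlabeled Bim-BH3 peptide control; higher means more loss of mP so more displacement of Bim peptide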
# BCLXL inh: Bcl-xL (human) inhibition; 0.7% of 320,000 active; GST-Bcl-xL / FITC-Bim BH3 peptide fluorescence polarization; inhibition, % at 10.9 µM; Q07817; AID 2129;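 active = inhibition above the mean of all tested compounds plus 3 SD, cutoff set per campaign, cut at about 30% in these data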;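 note: 0% = DMSO wells and 100% = unlabeled Bim-BH3 peptide competitor; inhibitors lower millipolarization by displacing the labeled peptide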
# VLA-4 inh: inhibition in a human VLA-4 binding assay; AID 2557; P13612; VLA-4 expressing cells, ligand binding flow cytometry; inhibition, % (about 7 µM as worked out from the volumes in the protocol); 0.2% of 330,000 active; in the data active = inhibition above about 50%
# GRK2 aptamer HTS: blocks RNA aptamer binding to human GRK2; 0.59% of 330,000 active; bead flow cytometry, FAM-aptamer displacement from GRK2; P25098; AID 488847; inhibition of aptamer binding, % at 10 µM;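 active = inhibition of aptamer binding above 40%, roughly 3 SD of noise, on plates passing a quality check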;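 note: median bead fluorescence of bound FAM aptamer so fluorescent compounds give negative values; no value below 0 was filed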
# GLD-1 TGE inh: GLD-1-TGE RNA interaction inhibition (C. elegans); purified GLD-1 + fluorescein TGE RNA, fluorescence polarization; inhibition, % at 5.96 µM; 0.44% of 320,000 active; AID 2280;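 active = percent inhibition above a per-plate cutoff, the plate mean of test compounds plus 3 SD, cut at about 30% in these data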;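 note: 0% = DMSO wells with GLD-1 and probe and 100% = wells lacking GLD-1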
# Target sequence (Q17339 whole entry, looked up): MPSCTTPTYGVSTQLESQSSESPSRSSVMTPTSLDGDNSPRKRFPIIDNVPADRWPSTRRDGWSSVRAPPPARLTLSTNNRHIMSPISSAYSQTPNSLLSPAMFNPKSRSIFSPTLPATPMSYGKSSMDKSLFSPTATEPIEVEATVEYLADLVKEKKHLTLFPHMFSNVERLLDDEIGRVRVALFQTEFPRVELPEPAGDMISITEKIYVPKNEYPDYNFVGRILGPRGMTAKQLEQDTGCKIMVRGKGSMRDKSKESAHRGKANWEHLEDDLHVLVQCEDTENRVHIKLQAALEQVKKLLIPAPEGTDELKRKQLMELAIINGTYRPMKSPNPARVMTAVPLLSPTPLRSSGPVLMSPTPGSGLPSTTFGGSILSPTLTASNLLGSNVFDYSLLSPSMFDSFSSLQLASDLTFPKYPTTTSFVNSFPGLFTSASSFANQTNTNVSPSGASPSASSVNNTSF
# Fam108B inh: counter-screen for RBBP9 inhibitors: inhibitors of mouse Fam108B; 0.33% of 300,000 active; inhibition, % at 9.51 µM; recombinant Fam108B, FP-Rh probe fluorescence polarization;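 active = inhibition above the screen mean inhibition plus 3 SD, computed separately per campaign, cut at about 18% in these data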;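 note: inhibitors lower polarization as less probe binds the enzyme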
# Starred values were filed as active, the others as inactive; · = no result given.
SMILES,PME-1 inh,Efflux pump inh,MEX-5 binding,MCL1-BIM inh,BCLXL inh,VLA-4 inh,GRK2 aptamer HTS,GLD-1 TGE inh,Fam108B inh
O=C([O-])c1ccccc1-[n+]1c(-c2ccccc2)cc(-c2ccccc2)cc1-c1ccccc1,0,0.1,-1.7,-6,-2,26,0,9,7
Cc1cc(C(C)(C)C)cc(S(=O)(=O)Nc2ccc(C(=O)O)cc2)c1C,-3,0.0,-2.7,3,1,3,5,5,-2
COc1ccc(OC)c(Nc2nc(-c3sc(NC(=O)CC(C)C)nc3C)cs2)c1,14,0.0,3.5,3,-5,39,3,8,10
O=C1NN(c2ccc(Cl)c(Cl)c2)C(=O)/C1=C/c1cccc(OC(=O)c2cccs2)c1,37*,-0.2,0.3,12,17,-1,0,0,4
CCOC(=O)c1c(C)[nH]c(C(=O)OCCOc2ccc(Cl)cc2)c1C,0,0.1,1.5,3,0,6,0,7,-1
COC(=O)[C@]1(C)N[C@H](CN(C)C(=O)Nc2ccc(OC)cc2)[C@@H]2C(=O)N(Cc3ccccc3)C(=O)[C@@H]21,·,0.0,·,·,·,-4,0,0,·
CC(C)(C)S(=O)(=O)c1ccc2nc3c(n2c1)CCCC3,0,0.0,·,4,7,0,0,-2,-3
CC(C)n1c(=O)c2c(O)cc(=O)oc2c2ccccc21,-1,-0.1,-0.7,-7,-2,-2,0,-4,2
Cc1nc(-c2ccc(S(=O)(=O)N3CCN(Cc4ccccc4)CC3)s2)cs1,-1,-0.1,3.5,1,4,14,1,-1,-5
O=C(/C=C/c1ccc([N+](=O)[O-])cc1)NCC1CCCO1 (stereo not drawn),-4,0.7,4.0,5,0,1,0,5,2
COc1cccc(C(=O)Nn2cnnc2)c1OC,4,-0.4,-0.6,7,5,1,0,2,0
Cc1ccc(NC(=O)CCCc2c[nH]c3ccccc23)nc1,1,-0.5,2.2,7,1,5,0,3,4
CC(C)(CNS(=O)(=O)c1ccc(F)cc1)CNS(=O)(=O)c1ccc(F)cc1,8,0.1,0.2,4,8,-3,0,-3,-3
CCN(CC)S(=O)(=O)c1ccc(C)c(NC(=O)Cn2cnc3cc([N+](=O)[O-])ccc3c2=O)c1,8,0.0,-1.5,10,5,-11,0,-1,-4
Cc1ccccc1/C=C/c1nc2ccccc2c(=O)n1CCc1ccccc1,-4,-0.3,1.6,0,5,-18,0,3,-15
COCCNC(=O)C1(C(F)(F)F)CC(CCCO)CCCO1 (stereo not drawn),4,-0.1,-1.3,1,0,25,3,0,-6
CCNC(=O)CC1SC(=Nc2cccc(Cl)c2C)N(C)C1=O (stereo not drawn),-9,0.2,2.0,13,2,18,0,7,-4
CCOC(=O)C1=NOC(Cn2cc(C#N)c(=O)n(C)c2=O)C1 (stereo not drawn),1,0.1,-1.4,-4,5,-1,3,10,-1
CCOC(=O)C1(CC2CC2)CCN(C(=O)c2cc(C3CC3)nc3ccccc23)CC1,1,0.1,0.5,-2,-1,4,0,3,0
Cc1cccc(C)c1NC(=O)CSc1nnc(Cc2ccccc2)o1,-5,0.3,1.9,2,0,-2,0,0,-1
CCC(CC)c1nnc(NC(=O)CCc2ccc(OC)cc2)s1,-4,0.0,2.2,5,-3,0,0,3,0
Cc1c(C(=O)N2CCN(S(=O)(=O)c3ccccc3)CC2)oc2ccc(Br)cc12,·,-0.5,·,·,·,24,2,2,·
O=c1[nH]c(COc2ccc(Cl)cc2Cl)nc2ccccc12,2,0.8,-2.8,-2,6,9,4,-3,-1
Cc1ccc(NC(=S)N(CCN2CCOCC2)Cc2cc3cc4c(cc3[nH]c2=O)OCCO4)cc1,10,-0.1,0.8,1,6,-4,0,0,-6
COC(=O)CSc1nc(C)c(C(=O)Nc2ccccc2C)c(-c2ccc(Cl)cc2)c1C#N,-3,-0.8,4.1,-6,-6,-4,1,-5,-2
# Other records follow.
SMILES,PME-1 inh,Efflux pump inh,MEX-5 binding,MCL1-BIM inh,BCLXL inh,VLA-4 inh,GRK2 aptamer HTS,GLD-1 TGE inh,Fam108B inh
CCOc1ccccc1C(=O)Nc1ccc(-n2nncc2C(C)(C)C)cc1,1,-0.1,1.4,1,0,-5,0,-2,1
CC(C)c1ccccc1NC(=O)COC(=O)CCN1C(=O)/C(=C\C=C\c2ccccc2)SC1=S,-4,0.2,2.2,3,5,14,16,8,-1
CN1CCN(S(=O)(=O)c2cccc([N+](=O)[O-])c2)CC1,-4,0.2,·,1,0,18,0,5,0
COc1ccccc1-c1n[nH]c2c1[C@H](C)CC[C@H]2C(C)C,3,0.2,1.2,4,6,16,4,1,3
COc1cc2c(cc1OC)C(c1ccccc1O)NCC2 (stereo not drawn),-6,-0.2,-0.1,10,3,21,2,-5,2
N#Cc1nc(COc2ccc(Cl)cc2)oc1N1CCN(Cc2ccccc2)CC1,-5,0.0,-1.7,2,4,-5,3,8,-8
Cc1ccc(S(=O)(=O)N2CCOCC2)cc1NC(=O)COC(=O)/C=C/c1ccc(F)cc1,·,-0.1,·,·,·,8,0,-1,·
O=C(NCc1ccc(OC(F)(F)F)cc1)C1CC(c2ccc(C(F)(F)F)cc2)=NO1 (stereo not drawn),3,0.0,0.6,0,3,4,0,6,-1
Cc1ccc(C2=NN(C(=O)c3ccco3)C(O)(C(F)(F)F)C2)cc1 (stereo not drawn),-10,-0.1,1.3,8,2,9,0,1,-1
COCCC(=O)N1CCCC(C(=O)c2ccc(Oc3ccccc3)cc2)C1 (stereo not drawn),2,0.1,2.0,-2,4,8,0,-1,-2
CC(OC(=O)c1ccncc1)C(=O)NC1CCCC1 (stereo not drawn),-5,-0.1,0.1,0,0,5,0,-2,2
O=S(=O)(Nc1ccc(-n2cccc2)cc1)c1ccc(F)cc1,-4,-0.2,0.6,0,5,2,0,3,0
N#Cc1c2n(c3c(=O)n(Cc4ccccc4Cl)cnc13)CCCCC2,6,0.4,·,0,-4,15,1,-3,5
Cc1ccc(CNC(=O)CCn2cc(-c3ccc(C)cc3)nc2CCN)cc1,0,-0.1,·,5,5,30,0,10,-1
CSCCC(NC(=O)c1ccccc1Br)C(=O)NNC(=O)c1ccco1 (stereo not drawn),1,0.1,·,2,5,19,1,8,·
NS(=O)(=O)c1ccc(NC(=O)c2ccccc2Cl)cc1,2,0.0,0.3,3,5,-6,2,5,3
CCCN1CCC(NC(=S)Nc2ccc([N+](=O)[O-])cc2)CC1,1,-0.1,0.1,8,9,9,0,7,-2
Cc1ccc(NC(=O)Cn2cccc2)cc1,3,-0.1,0.5,9,0,5,0,-1,-2
COc1cc(/C=C/C(=O)c2c(O)cc(C)oc2=O)cc(OC)c1O,-9,0.2,16,-49,-23,-130,2,-21,-2
O=C(CSc1ccc2nnc(-c3cccc(F)c3)n2n1)NCc1ccco1,-4,0.1,-1.2,11,5,2,9,-3,-2
O=C(CSc1ncn[nH]1)NCCC(c1ccccc1)c1ccccc1,4,0.0,-3.0,-1,3,1,1,4,2
Cc1ccc(NC(=O)Nc2ccc(Cl)c(Cl)c2)nc1,5,0.8,0.3,-4,4,32,0,0,-1
CCOC(=O)C1=C(C)NC(=O)NC1/C=C/c1ccccc1 (stereo not drawn),-3,0.0,1.6,8,3,17,1,-1,-8
CCc1c(C)nc2cc(-c3ccc(Cl)cc3)[nH]n2c1=O,-69,-0.2,-1.0,4,1,11,3,-4,6
O/N=C\c1cnc(N2CCN(c3ccccc3)CC2)s1,9,0.0,-0.4,12,6,-1,3,-4,0
# Further entries.
SMILES,PME-1 inh,Efflux pump inh,MEX-5 binding,MCL1-BIM inh,BCLXL inh,VLA-4 inh,GRK2 aptamer HTS,GLD-1 TGE inh,Fam108B inh
COc1cccc(NC(=O)CSc2nc3ccccc3n2C)c1,-5,0.0,-3.2,6,-1,6,0,0,1
COc1ccc(-c2nnc3c4ccccc4c(C)nn23)cc1S(=O)(=O)N1CCN(CCO)CC1,14,-0.3,-4.2,4,5,-2,0,4,7
CN1C(=O)C2C(c3ccc(N(C)C)cc3)NN(Cc3ccccc3)C2C1=O (stereo not drawn),9,0.0,2.4,5,3,13,2,5,3
CCOC(=O)COc1ccc(S(=O)(=O)Nc2ccc3c(c2)OCCO3)cc1,3,0.0,-1.3,-7,2,41,0,10,3
Cc1c(NS(=O)(=O)c2ccc(C(=O)NCc3ccccc3)cc2)c(=O)n(-c2ccccc2)n1C,1,-0.1,-0.7,6,9,3,1,3,-5
CC(C)(C)NC(=O)COc1ccc2oc3c(c2c1)CCCC3,-2,0.0,-1.3,-5,5,0,2,6,-1
O=C(CN1CCN(c2ccccc2)CC1)Nc1ccc2c(c1)CCC2,3,-0.1,3.6,-12,3,3,0,3,6
CCN(C(=O)c1cc2c(C)nc3ccccc3c2o1)c1cc(Cl)ccc1OC,-2,0.1,1.3,-1,1,7,0,2,1
COC(=O)c1ccccc1NC(=O)c1cc(-c2cccs2)on1,-3,0.7,1.0,-5,0,-3,0,-1,-6
CC(C)[C@H](NC(=O)C1CC(=O)N(c2ccc3c(c2)OCO3)C1)C(=O)NC1CCCC1 (stereo partly drawn),3,0.0,-17,54*,55*,-10,4,43*,6
CC(=O)NC(=S)NNC(=O)CCc1ccccc1,-4,0.0,1.8,1,6,10,0,2,-1
Cn1c(=O)c(C(=O)CN2CCCc3ccccc32)c(N)n(Cc2ccccc2)c1=O,3,0.2,5.9,23,21,9,0,-6,2
COc1ccc(C(=O)Nc2cccc(OC(=O)c3ccco3)c2)cc1,0,-0.2,0.3,9,5,1,0,-2,-2
Cc1ccc(OCC(=O)Nc2ccccc2Sc2ccccc2)c([N+](=O)[O-])n1,2,0.3,0.1,-5,3,-3,0,-5,1
Cc1ccc(CSCc2ccc(C(=O)O)o2)cc1,-3,-0.1,-0.5,0,-2,4,1,6,-2
CCC(c1nnnn1Cc1ccco1)N(Cc1cc2cc(OC)ccc2[nH]c1=O)C1CCCCC1 (stereo not drawn),1,0.0,3.6,-7,-1,7,1,-5,2
Cc1noc(C)c1S(=O)(=O)Nc1ccc(C(=O)NCCc2ccccc2)cc1,0,0.1,-1.0,4,4,5,3,0,-2
O=[N+]([O-])c1cccc(C=Nc2cccc3ccccc23)c1O,4,0.1,-6.4,2,-1,17,7,1,2
CCOC(=O)COc1ccc(S(=O)(=O)N2CCc3ccccc3C2)cc1,7,0.0,-0.7,0,4,-1,0,6,0
CCCCn1c(=O)c2ccccc2c2ccccc2c1=O,7,-0.2,·,2,5,-17,1,-4,-3
Cc1c2c([n+]3n1CCC3)CC(C)(C)CC2=O,1,0.0,2.6,-7,-2,6,3,8,4
CCC1CCCCN1CCCNS(=O)(=O)c1ccc2c(c1)oc(=O)n2C (stereo not drawn),-1,1.2,-1.4,-34,-15,-293,14,-4,0

# Given tab-delimited: 2 of the compounds above
structure	PME-1 inh	Efflux pump inh	MEX-5 binding	MCL1-BIM inh	BCLXL inh	VLA-4 inh	GRK2 aptamer HTS	GLD-1 TGE inh	Fam108B inh
Cn1c(=O)c(C(=O)CN2CCCc3ccccc32)c(N)n(Cc2ccccc2)c1=O	3	0.2	5.9	23	21	9	0	-6	2
COc1ccc(C(=O)Nc2cccc(OC(=O)c3ccco3)c2)cc1	0	-0.2	0.3	9	5	1	0	-2	-2

# Only part of the results is shown. The share of hits here may be higher or lower than overall.
